Screening data as filed in PubChem.
PPARg SRC-2 ag = agonists of SRC-2 recruitment by human PPARgamma; P37231; PPARgamma LBD-SRC-2 recruitment, biochemical; activation, % at 8 µM; hit rate 0.34% among 200,000; in the data active means activation above about 22%;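 further: 0% = vehicle and 100% = reference agonist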
Target sequence (P37231 whole entry, looked up, the tested form may be a part): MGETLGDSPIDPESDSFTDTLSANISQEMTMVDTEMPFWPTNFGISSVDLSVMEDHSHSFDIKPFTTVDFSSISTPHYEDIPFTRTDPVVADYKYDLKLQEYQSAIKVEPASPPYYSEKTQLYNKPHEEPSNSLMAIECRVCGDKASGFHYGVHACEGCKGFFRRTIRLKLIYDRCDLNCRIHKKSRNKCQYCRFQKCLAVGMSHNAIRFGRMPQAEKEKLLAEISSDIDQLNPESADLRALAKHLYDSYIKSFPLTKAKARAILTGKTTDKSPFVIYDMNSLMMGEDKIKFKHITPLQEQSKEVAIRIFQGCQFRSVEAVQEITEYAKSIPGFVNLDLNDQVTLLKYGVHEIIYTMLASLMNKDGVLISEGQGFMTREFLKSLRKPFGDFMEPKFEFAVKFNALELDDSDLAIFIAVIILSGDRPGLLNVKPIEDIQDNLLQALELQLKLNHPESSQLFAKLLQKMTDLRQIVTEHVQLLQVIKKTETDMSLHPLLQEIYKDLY
SRC2 TRFRET art = TR-FRET artefact, counter-screen to PPARgamma/SRC-2 agonist assay; TR-FRET ratio at 8 µM; hit rate 0.4% among 200,000; active compounds read high; in the data active means TR-FRET ratio above about 2000; further: inactives centre near 1500
Diaphorase inh = inhibits diaphorase or chemically oxidizes, flagging diaphorase assay artifacts; diaphorase resazurin-to-resorufin fluorescence, NADH, 16 min; bacterial (C. kluyveri) enzyme, not human; inhibition, % at 20 µM; hit rate 0.69% among 190,000; AID 1217;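 active means primary screen inhibition at 20 µM above a set limit, cut at about 50% in these data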;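 further: plate controls were DMSO with full reaction for no effect and wells lacking NADH for full effect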
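Benchmarks: positive control wells lacking NADH, neutral wells with DMSO only. System: bacterial diaphorase enzyme (C. kluyveri). Input: 0.14 U/mL diaphorase, enzyme working solution. Detection: resorufin fluorescence, excitation 544 nm, emission 590 nm. Times: 16-min room-temperature incubation before reading.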
Diaph act CS = activates diaphorase or chemically reduces, flagging diaphorase assay artifacts; activation factor at 20 µM; hit rate 0.005% among 190,000; Diaphorase/resazurin coupled assay, resorufin fluorescence, 16 min; active compounds read high; 1 = vehicle wells, 0 = NADH-free wells; AID 1229;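 active means diaphorase activity raised at least twofold by the compound at 20 µM; inactive means activation factor below 2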
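Assay system: Purified diaphorase enzyme from Clostridium kluyveri | Amount: Enzyme 0.07 U/mL final | Dosing: Compound 20 µM once, DMSO 1% | Timing: 16 min reaction at room temperature | Detection: Fluorescence, excitation 544 nm and emission 590 nm | Evaluation: Higher resorufin formation from activation or reduction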
ROMK mod = human ROMK K+ channel modulation, primary screen; hit rate 2% among 130,000; P48048; Tet-inducible ROMK, thallium flux fluorescence; actives lie on both sides; B-score at 10 µM;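 active means signal ratio slope over the read window, or its plate-corrected B-score, at least 3 SD from the plate mean, either direction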;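 further: B-score of the F/F0 ratio slope over 7 to 12 s after thallium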
PPARg SRC1 recr = agonists of human PPARgamma SRC-1 coactivator recruitment. activation, % at 8 µM. AID 631. hit rate 0.41% among 200,000. PPARgamma-SRC-1 coactivator recruitment biochemical assay; in the data active means activation above about 19%;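 further: 0% = DMSO and 100% = reference agonist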
PMI act = activators of human phosphomannose isomerase; AID 1214; purified human PMI, coupled resazurin fluorescence, 20 min; active compounds read high; 1 = vehicle control, 0 substrate-free wells; hit rate 0.005% among 190,000; activation factor at 20 µM;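 active means activation factor of 2 or more at 20 µM, relative to plate controls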
PPARg SRC3 recr = promotes SRC-3 coactivator recruitment by human PPARgamma. P37231. biochemical PPARgamma/SRC-3 coactivator recruitment assay. activation, % at 8 µM. hit rate 0.26% among 200,000; in the data active means activation above about 23%;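 further: 0% = DMSO and 100% = reference agonist; some compounds past the cut are filed as inactive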
PMI act satM6P = increases human PMI activity with near-saturating mannose 6-phosphate; coupled PMI enzyme assay, resazurin fluorescence, 20 min; active compounds read high; 1 = untreated enzyme, 0 = substrate-free blank; activation factor at 20 µM; hit rate 0.34% among 190,000; AID 1216;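 active means activation factor of 2 or more at 20 µM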
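Test system: human phosphomannose isomerase with PGI, G6PDH, diaphorase coupling enzymes / Doses: 20 µM compound, 1% DMSO / Times: enzyme reaction with compound 20 min at room temperature / Measured by: Diaphorase-driven resazurin-to-resorufin fluorescence, excitation 544, emission 590 nm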
S1P3 antagonist = S1P3 (human) receptor antagonism | hit rate 0.27% among 170,000 | CHO S1P3 NFAT-BLA reporter, FRET fluorescence, antagonist mode | Q99500 | inhibition, % at 4.98 µM;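 active means inhibition above the plate cutoff, the mean inhibition of test wells on that plate plus 3 SD, cut at about 28% in these data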;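 further: cells challenged with S1P at its EC80 of 0.8 µM; blue over green emission ratio from cleaved BLA substrate after 4 h stimulation; 0% = S1P-stimulated wells and 100% = unstimulated DMSO-only wells; some compounds past the cut are filed as inactive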
Target sequence (Q99500 whole entry, looked up): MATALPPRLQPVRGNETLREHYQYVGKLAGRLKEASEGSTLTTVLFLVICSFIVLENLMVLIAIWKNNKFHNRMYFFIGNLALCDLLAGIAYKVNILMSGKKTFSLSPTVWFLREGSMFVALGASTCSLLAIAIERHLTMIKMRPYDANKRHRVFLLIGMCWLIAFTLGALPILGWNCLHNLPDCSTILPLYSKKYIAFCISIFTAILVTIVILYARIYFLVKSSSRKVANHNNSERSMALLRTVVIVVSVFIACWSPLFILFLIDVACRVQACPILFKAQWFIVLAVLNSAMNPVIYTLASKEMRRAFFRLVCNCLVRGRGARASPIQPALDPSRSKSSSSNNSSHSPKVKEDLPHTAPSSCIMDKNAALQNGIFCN
G6PDH CS = counter-screen for G6PDH assay hits: L. mesenteroides G6PDH inhibition | inhibition, % at 5 µM | AID 1020 | Purified L. mesenteroides G6PDH, diaphorase/resazurin coupled fluorescence, 45 min | hit rate 0.12% among 200,000; in the data active means inhibition above about 50%
* hit, by the source's call; . = no result given.

SMILES	PPARg SRC-2 ag	SRC2 TRFRET art	Diaphorase inh	Diaph act CS	ROMK mod	PPARg SRC1 recr	PMI act	PPARg SRC3 recr	PMI act satM6P	S1P3 antagonist	G6PDH CS
CC(=O)Nc1ccc(S(=O)(=O)N2CCC(NC(=O)C(Cc3cccn3C)NC(C)=O)CC2)cc1 (centres undefined)	7	1587	8	0.9	.	2	1	4	1	-23	0
CCOC(=O)C1CCN(C(=O)/C=C/c2cc(OC)c(OC)c(OC)c2)CC1	-12	1465	0	1	-0.4	-2	1.1	-1	1.1	2	0
O=C(CCN1C(=O)CSC1=O)Nc1ccc(Br)cc1	6	1440	7	0.9	-0.91	-7	1.1	2	1.1	.	5
O=C(O)c1ccc(NS(=O)(=O)/C=C/c2ccccc2)cc1O	2	1499	26	0.7	-0.095	8	1	-5	0.8	-27	12
CCc1ccc(NC(=O)CC2C(=O)N(c3ccc(C)cc3)C(=O)N2C2CC2)cc1 (centres undefined)	-1	1658	4	1	.	-8	1	-2	1	-18	-7
Nc1ccc(S(=O)(=O)c2ccc(Cl)cc2)cc1	2	1415	14	0.9	.	2	0.9	0	0.9	.	7
Cc1cc(NC(=O)CCC2CCCC2)no1	2	1597	8	0.9	.	4	1	8	1	5	1
COC(=O)c1c(NC(=O)CC2SC(N)=NC2=O)sc2c1CCC(C)C2 (centres undefined)	7	1709	12	0.9	-0.58	-3	0.9	3	0.8	-9	-20
C1CCC(OCCN2CCN(CCOC3CCCCC3)CC2)CC1	-14	1385	3	1	.	-7	1	2	0.9	-5	2
COc1ccc(Cc2nnc(SCC(=O)NC3CCCC3)o2)cc1	-6	1387	3	1	.	-3	1	2	1	.	16
COc1cc(-c2ccccc2)nc2ccccc12	9	1510	16	0.8	.	1	0.9	-4	0.9	.	6
Cc1nn(-c2nc3ccccc3s2)c(N)c1Sc1ccc(F)cc1	2	1595	6	0.9	.	8	1	8	1	-3	5
Cc1c(/C=N/NC(=O)c2cc(=O)[nH]c(=O)[nH]2)c2ccccn2c1C(=O)c1ccccc1	6	1449	8	0.9	0.57	2	0.9	4	1	.	4
Cc1cc(S(=O)(=O)N2CCCOC2CNC(=O)C(=O)NCc2ccco2)ccc1F (centres undefined)	4	1604	6	0.9	-0.034	2	1	1	0.9	0	9
Nc1[nH]nc2nc(N3CCCC3)nc(-c3ccccc3)c12	5	1518	-3	1	-0.56	-2	1	-4	1	.	1

By substructure, those above containing two or more sulfur atoms
SMILES	PPARg SRC-2 ag	SRC2 TRFRET art	Diaphorase inh	Diaph act CS	ROMK mod	PPARg SRC1 recr	PMI act	PPARg SRC3 recr	PMI act satM6P	S1P3 antagonist	G6PDH CS
COC(=O)c1c(NC(=O)CC2SC(N)=NC2=O)sc2c1CCC(C)C2 (centres undefined)	7	1709	12	0.9	-0.58	-3	0.9	3	0.8	-9	-20
Cc1nn(-c2nc3ccccc3s2)c(N)c1Sc1ccc(F)cc1	2	1595	6	0.9	.	8	1	8	1	-3	5

(more compounds)
SMILES	PPARg SRC-2 ag	SRC2 TRFRET art	Diaphorase inh	Diaph act CS	ROMK mod	PPARg SRC1 recr	PMI act	PPARg SRC3 recr	PMI act satM6P	S1P3 antagonist	G6PDH CS
O=C(NNC(=O)C1CC2CCC1C2)c1ccccc1 (centres undefined)	6	1542	-5	1.1	0.41	4	1	0	1	3	22
C/C(=N/NC(=S)Nc1cccc(C)c1)c1cccc([N+](=O)[O-])c1	0	1612	-4	1	-1.1	-5	1	2	1.1	-20	14
O=C(CCN1C(=O)C2C3C=CC(C3)C2C1=O)N1CCN(c2ccccn2)CC1 (centres undefined)	4	1452	7	0.9	.	-2	1	-8	1	.	5
N#C/C(=C\C1=C(N2CCOCC2)C(=C/c2cccc([N+](=O)[O-])c2)/CC1)C(=O)Nc1ccccc1F	10	1472	21	0.8	-3.4*	2	0.9	-1	0.9	-9	-8
O=C(c1ccco1)N1CCN(CC(=O)N2CCCc3c2c(=O)oc2ccc(O)cc32)CC1	4	1598	9	0.9	-0.47	-1	1	-2	1	-5	-1
COc1ccccc1-c1ccc(=O)n(CC(=O)NCc2ccc3c(c2)OCO3)n1	8	1496	2	1	.	5	1.1	-2	1	-21	-1
Cc1nn(-c2ccccc2)c2[nH]c(=O)c(CNc3ccc4c(c3)OCCO4)cc12	20	1740	27	0.7	0.64	11	0.8	14	0.5	0	-1
COc1ccccc1NC(=S)N/N=C/c1ccc(O)cc1	6	1631	16	0.8	0.63	4	1	5	1	-16	6
Cc1ccn(CC(=O)N2CCCC(C(=O)c3cccc4ccccc34)C2)n1 (centres undefined)	7	1366	5	0.9	0.47	-16	0.9	-5	1	-11	19
CC(C)Oc1ccc(C(CC(=O)O)NC(=O)C2CCCCC2)cc1 (centres undefined)	-7	1397	6	0.9	0.72	-2	1.1	-11	1.1	-24	1
CC(Oc1ccc(Cl)cc1Cl)C(=O)NCCN1CCOCC1 (centres undefined)	0	1413	4	1	.	1	1.1	1	0.9	-4	7
CC12C(=O)N(c3cccc(OC(=O)c4ccco4)c3)C(=O)C1C1c3ccccc3C2c2ccccc21 (centres undefined)	3	1495	21	0.8	-0.9	-4	0.9	-2	0.9	.	2
COc1ccc(N(C(C)C(=O)N/N=C/c2ccc(OC(C)C)cc2)S(C)(=O)=O)cc1 (centres undefined)	5	1562	9	0.9	-2	4	1	14	1	.	1
Cc1ccc2[nH]c(=O)c(CN(CCCO)S(=O)(=O)c3c(C)ccc4nsnc34)cc2c1	-1	1576	20	0.8	.	11	0.8	5	0.8	-8	-28
CC1=NN(C(=O)c2ccc(Cn3nc(C)c([N+](=O)[O-])c3C)cc2)C(O)(C(F)(F)F)C1 (centres undefined)	12	1536	-2	1	-0.14	2	1.1	5	1.1	.	-1
Cn1c(SCC(=O)Nc2sc3c(c2C#N)CCC3)nnc1C1COc2ccccc2O1 (centres undefined)	1	1628	29	0.7	.	4	1	6	1	-6	7
Cc1cc(CNC(=O)COc2c(F)c(F)cc(F)c2F)c2ccccc2n1	-6	1583	7	0.9	-0.48	3	1.1	2	1.1	-4	6
CC(=O)N1CCc2ccc(C(=O)CN3CCN(c4cccc(C)c4C)CC3)cc21	6	1568	15	0.8	0.87	-1	1.3	1	1.7	10	5
CCN(CC)CCCOc1ccc(C)cc1Br	6	1513	0	1	0.042	-1	1.1	4	1.1	.	17
Cc1ccc(NC(=O)OCc2ccccc2S(C)=O)cc1 (centres undefined)	2	1434	3	1	-0.9	2	1.1	-1	0.9	-3	-3
Cc1cccc(C)c1-n1c(C)cc(/C=C2\C(=O)NN(c3ccccc3)C2=O)c1C	10	1623	35	0.6	.	3	0.9	5	1	.	0
N#CCSCC(=O)Nc1ccc(F)cc1	13	1620	11	0.9	.	6	0.9	9	1	-12	6
S=C(NCCC1=CCCCC1)Nc1ccccc1	-5	1491	22	0.8	.	-7	0.9	-10	0.9	.	8
COc1ccc(CCNC(=O)CSc2nnc(Cc3cccn3C)n2C)cc1OC	4	1724	1	1	1.8	-3	1.1	-4	1	-3	2
COCCNC(=O)c1ccc(CN2CCOCC2)cc1	13	1683	-7	1.1	0.79	-5	1.1	21	1	.	1
CC1(C)C([N+](=O)[O-])C(c2ccccc2O)NC(c2ccccc2O)C1[N+](=O)[O-] (centres undefined)	-8	1495	41	0.6	1.3	-3	0.8	-4	1	3	10
COc1cc(CO)ccc1Oc1nnnn1-c1ccc(C(N)=O)cc1	4	1649	9	0.9	0.47	1	1	-2	1.1	.	11
N#C/C(=C/c1ccc(CNC(=O)C(=O)Nc2cc(Cl)cc(Cl)c2)o1)C(=O)NCc1cccnc1	2	1595	-1	1	.	0	0.9	3	1	5	-2
COc1cc(C(=O)O/N=C2/C=C(C)C(=O)C=C2C)cc(OC)c1OC	4	1703	27	0.7	.	4	0.7	6	0.5	-21	21
Cc1cc(NC(=O)c2cnn3cccnc23)nn1CC(=O)Nc1cccnc1	-5	1461	8	0.9	0.58	1	0.9	-3	0.9	13	0

ROMK mod, hit marks shown above.
mol	PPARg SRC-2 ag	Diaphorase inh	Diaph act CS	ROMK mod	PPARg SRC1 recr	PMI act	PPARg SRC3 recr	PMI act satM6P	S1P3 antagonist
N#C/C(=C\C1=C(N2CCOCC2)C(=C/c2cccc([N+](=O)[O-])c2)/CC1)C(=O)Nc1ccccc1F	10	21	0.8	-3.4*	2	0.9	-1	0.9	-9

(cont.)
SMILES	PPARg SRC-2 ag	SRC2 TRFRET art	Diaphorase inh	Diaph act CS	ROMK mod	PPARg SRC1 recr	PMI act	PPARg SRC3 recr	PMI act satM6P	S1P3 antagonist	G6PDH CS
CCC(CC)C(=O)Nc1cccc(C(=O)Nc2nnc(C)s2)c1	0	1350	-13	1.1	.	-6	1.1	0	1.1	-25	14
Cc1cc(C)cc(NC(=O)c2oc3ccccc3c2COc2ccccc2)c1	2	1700	13	0.9	0.036	15	1	3	1	0	1
COc1ccc(NC(=O)c2c(C)cc(=O)oc2C)c(OC)c1	3	1392	6	0.9	0.017	-2	0.9	2	0.8	.	-10
CCCN(CCO)Cc1ccc(Br)cc1	2	1557	-2	1	.	-8	1.1	-10	1.1	.	12
CCOC(=O)N1CCC(N2CCN(S(=O)(=O)c3ccc(OC)cc3)CC2)CC1	-4	1597	.	.	-0.49	9	.	4	.	3	4
CC(=O)c1ccc(NC(=O)COC(=O)CCN2C(=O)c3cccc([N+](=O)[O-])c3C2=O)cc1	6	1652	16	0.8	0.27	4	1	2	0.9	-7	13
CC1(C)CC(=O)C2=C(C1)OC(N)=C(C#N)C2c1ccoc1 (centres undefined)	4	1700	0	1	0.16	8	1.1	2	1	7	0
CCOC(=O)CN1C(=O)C(CC)Oc2ccccc21 (centres undefined)	-4	1454	13	0.9	1.2	2	1	-11	1	.	-4
CCn1c(=S)[nH]c2sc3c(c2c1=O)CCCCC3	5	1867	43	0.6	.	3	0.9	1	0.9	-15	-4
Cc1ccc(Cl)cc1N1CCN(C(=O)Cc2c(C(=O)O)[nH]c3ccc(Cl)cc23)CC1	6	1831	43	0.6	-1.2	8	1	3	0.9	-27	-3
CCOC(=O)Cc1nnc(NC(=O)COc2ccc(OC)cc2)s1	4	1620	3	1	.	3	1	2	1	.	-2
O=C(CSc1nncs1)Nc1ccc(S(=O)(=O)N2CCCC2)cc1	9	1537	4	1	1.3	4	1	-3	1	-1	-9
Cc1cccc(C(=O)Nc2ccc3c(c2)C(=O)N(CC(C)C)C3=O)c1	6	1561	-18	1.2	0.27	-2	0.9	-1	1	3	13
O=C(NC(NCc1cccnc1)C(Cl)(Cl)Cl)c1cccc2ccccc12 (centres undefined)	1	1509	6	0.9	-0.75	-5	1	-2	1	4	19
Cc1nc2ccccc2n1CCC(=O)Nc1cccc(F)c1	0	1369	-1	1	.	0	0.9	-4	1	-8	21
